14-3-3 PPI: modulators of 14-3-3 gamma protein binding, primary screen, biochemical, fluorescence polarization; inhibition, % at 40 µM; 14-3-3 protein gamma (Homo sapiens), P61981; FP, 14-3-3gamma / TMR-pS259-Raf peptide binding; actives 0.19% (n = 160,000); AID 422, 2006; in the data active = inhibition above about 30%;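 also: 0% = protein plus tracer without compound and 100% = blank with tracer alone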
Target sequence (P61981 whole entry, looked up): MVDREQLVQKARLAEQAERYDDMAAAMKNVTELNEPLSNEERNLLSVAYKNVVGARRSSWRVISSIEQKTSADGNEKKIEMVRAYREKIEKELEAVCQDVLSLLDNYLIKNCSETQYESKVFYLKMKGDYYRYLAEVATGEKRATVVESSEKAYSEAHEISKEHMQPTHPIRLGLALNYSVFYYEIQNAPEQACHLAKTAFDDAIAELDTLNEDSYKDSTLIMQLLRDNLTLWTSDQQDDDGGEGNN
* = called active by the depositor; & = joins results of further samples.

Molecule,14-3-3 PPI
Cc1nn(C(=O)C2CCCN2S(=O)(=O)c2ccc(Cl)cc2)c(C)c1Sc1ccc([N+](=O)[O-])cc1 (stereo not drawn),-5
COC(=O)C1=C(C)NC(=O)C1,-2
CCOC(=O)c1ccc(CN(Cc2ccccc2C)S(=O)(=O)c2ccc(F)c(C)c2)cc1,-6
O=c1c[n+]([O-])c2ccccc2n1OCc1ccccn1,-6
COc1cc2c(cc1OC)C(C(=O)N1CCC(C)CC1)C1c3ccccc3CCN1C2=O (stereo not drawn),-8
Fc1ccc(C(c2nnnn2C2CCCC2)N2CCN(Cc3ccccc3)CC2)cc1 (stereo not drawn),-3
COC(=O)c1ccccc1NC(=O)C1CCCC1,-6
O=C(Nc1nc(-c2ccccn2)cs1)c1ccccc1Oc1ccccc1,-14
Cc1cc(NC(=O)Cn2c(=O)n(Cc3ccco3)c(=O)c3ccccc32)n[nH]1,-5
O=C(O)CCc1ccc(-c2ccc(F)cc2)n1CCC(=O)O,7
O=C(Nc1cc(C(=O)N2CCCC2)ccc1N1CCCC1)c1ccccc1F,4
COc1ccc(-n2c(=O)c3c4c(sc3n3c(C)nnc23)CC(C)CC4)cc1 (stereo not drawn),0
Oc1ccc(N=Cc2ccc(-c3cccs3)s2)cc1,-8
CCOC(=O)C1=C(C)NC2=C(C(=O)CC(c3ccc(Cl)cc3)C2)C1c1ccc(O)c(OCC)c1 (stereo not drawn),7
OCC1OC(n2cnc3c(Cl)ncnc32)C(O)C1O (stereo not drawn),3
COc1ccc(Cl)cc1NC(=O)N1CCN(CCc2ccccc2)CC1,3
CCC(C)NC(=O)CCS(=O)(=O)c1ccc(Br)cc1 (stereo not drawn),-7
CC(C)c1ccc(NS(=O)(=O)c2cc(Br)cc3c2N(C(=O)C2CC2)CC3)cc1,-7
CCCCn1cnc2sc3c(c2c1=N)CCCCC3,-8
Cc1ccc(N=Cc2ccc(OC(=O)c3ccccc3)c([N+](=O)[O-])c2)cc1,-16
CCOc1cccc(C2C(C(=O)OC3CCCCC3)=C(C)NC3=C2C(=O)CC(c2ccc(OC)c(OC)c2)C3)c1 (stereo not drawn),9
O=C(OCCNC(=O)c1cc2ccccc2oc1=O)c1ccccc1,6
O=C(NCCSc1c(-c2ccc(Br)cc2)[nH]c2ccccc12)c1ccco1,2
COC(=O)c1cccc(Cn2nnc3ccccc3c2=O)c1,-14
O=C(N1CCCCCC1)N1CCN(S(=O)(=O)N2CCCCC2)CC1,4
Cc1c(C)c2cc(Cl)c(O)c(CN(C)C)c2oc1=O,-3
Cc1ccc(-c2noc(CCC(=O)NC3CC3)n2)cc1,-7
CCOC(=O)N1CCC(NC(=O)c2cc3c(-c4ccc(Cl)cc4)nn(C)c3s2)CC1,0
CCOC(=O)C1=C(N)Oc2cc(C)n(CCc3ccc(OC)c(OC)c3)c(=O)c2C1c1cccnc1 (stereo not drawn),2
Cc1ccc(Oc2nc3ccccc3n3cnnc23)cc1,4
CC1CCCCC1NC(=O)c1ccc2c(=O)n(CC3CCCO3)c(=S)[nH]c2c1 (stereo not drawn),1
CCN(CC)C(=O)CSc1nc2ccccc2c(=O)n1CC1CCCCC1,-1
O=C(NCC1CCCO1)c1ccccc1-c1nc(-c2ccccc2)no1 (stereo not drawn),-1
Cc1cc(C(c2nnnn2Cc2ccccc2)N2CCOCC2)c(C)n1-c1ccc2c(c1)OCO2 (stereo not drawn),7
Cn1ncc(C#N)c1/N=C/N1CCOCC1,-9
CCOC(=O)N1CCN(C(=O)CSc2nnc(COc3ccc(Cl)cc3)o2)CC1,4
O=[N+]([O-])c1cc(C2C=C(c3ccc(Cl)cc3)Nc3ncnn32)ccc1Cl (stereo not drawn),3
COc1cc(C(=O)Nc2c3c(nn2C(C)(C)C)CSC3)cc(OC)c1OC,-3
CCOC(=O)c1ccccc1NC(=O)COc1ccccc1,-3
CC1(C)Cc2nc3oc4c(N(CCO)Cc5ccccc5)ncnc4c3cc2CO1,0
O=[N+]([O-])c1ccc(N2CCN(S(=O)(=O)c3ccc(C4CCCCC4)cc3)CC2)cc1,-3
CCOc1cc(S(=O)(=O)NC2CC(C)(C)NC(C)(C)C2)ccc1F,4
CN1CCN(C(=O)c2ccccc2-c2nc(-c3ccc(Cl)cc3)no2)CC1,4
Cc1ccc(C=Nc2sc(C)c(C)c2C#N)cc1,-3
CCc1ccc(NC(=O)CC2SC(N)=NC2=O)cc1 (stereo not drawn),-4
CC1(C)CC(=O)CC(C)(C)N1OC(=O)c1ccncc1,-2
COc1ccc2cc3cc(C(=O)N(C)c4ccc(Br)cc4)sc3nc2c1,6
CC1=C(C(=O)OCCCc2ccccc2)C(c2cccs2)NC(=O)N1C (stereo not drawn),-7
COC(=O)c1cc(-c2ccc([N+](=O)[O-])cc2)no1,-2
CC1CCN(S(=O)(=O)N2CCCC(C(=O)NCc3cccnc3)C2)CC1 (stereo not drawn),7

Following part:
Molecule,14-3-3 PPI
CC(=O)Nc1cc(C(=O)NCC2CCCO2)ccc1Sc1ccc(F)cc1 (stereo not drawn),-6
CC(C)C(=O)N(Cc1cc(=O)[nH]c2ccccc12)c1ccccc1,-6
CCC(C)NC(=O)C1CCCN(S(=O)(=O)N2CC(C)CC(C)C2)C1 (stereo not drawn),-2
CCOc1cccc(=NC2CCCCC2)c2c(C)n(-c3cccc(OC)c3)c(C)c12,-134
O=C1C(=O)N(c2ccc(F)cc2)C(c2ccc(Br)cc2)/C1=C(\O)c1ccccc1 (stereo not drawn),-2
Cc1ccc(CNC(=O)CCS(=O)(=O)c2cccc3nsnc23)o1,2
CC(C)C(C(=O)NC1CCCCC1)N(CC1CCCO1)C(=O)CNS(=O)(=O)c1ccc(F)cc1 (stereo not drawn),-4
CC(=O)N1CC23C=CC(CC2CC12CCCC2)O3 (stereo not drawn),-5
CC(C)CN1C(=O)c2ccc(C(=O)Nc3ccncc3)cc2C1=O,-7
Cc1ccccc1OCC(=O)N(Cc1cccs1)C1CCS(=O)(=O)C1 (stereo not drawn),-4
CCOc1cc(C(=O)Nc2ccc(N3CCN(S(C)(=O)=O)CC3)cc2)cc(OCC)c1OCC,1
CCCOC(=O)c1ccc(NS(=O)(=O)c2cccc3nsnc23)cc1,6
N#Cc1ccc(C(=O)Nc2nc(-c3ccc(F)cc3)cs2)cc1,-8
COc1cccc(C(=O)CSc2nnc(-c3cccs3)o2)c1,-4
C=CCOc1nc(N2CCCC2)nc(N2CCCC2)n1,-9
Cc1ccc(NC(=O)CSc2nnc(C)c(=O)[nH]2)cc1,-23
CC1(C)CC(=O)C2=C(C1)OC(N)=C(C#N)C2CCc1ccccc1 (stereo not drawn),1
COc1ccc(CCNC(=O)NC2CCCCC2)cc1OC,-4
O=C(Nc1ccc2oc(-c3ccccc3)nc2c1)c1cc([N+](=O)[O-])ccc1Cl,-16
CC(=O)c1c(C)[nH]c(C(=O)OCC(=O)NCCc2ccc(F)cc2)c1C,-6
O=c1c(C=NC2CCS(=O)(=O)C2)c(N2CCOCC2)nc2ccccn12 (stereo not drawn),-5
CC1CN(C)C(C)CC1OC(=O)c1ccco1 (stereo not drawn),34*
CCOC(=O)C1=C(Nc2cccc(Cl)c2)OCC1=O,4
CCCc1[nH]nc2c1C(Cc1ccccc1)C(C#N)=C(N)O2 (stereo not drawn),-5
CCC1(C)Nc2ccccc2-c2nnc(SCc3ccccc3)nc2O1 (stereo not drawn),30

Next part
| SMILES | 14-3-3 PPI |
| --- | --- |
| Fc1ccc(C2=CC(c3ccc(F)cc3)n3ncnc3N2)cc1 (stereo not drawn) | -8 |
| CC(C)NC(=O)CSc1nnc(-c2ccc(C(C)(C)C)cc2)n1C | -1 |
| COc1ccc(N2CCN(S(=O)(=O)c3ccc(OC)cc3)CC2)cc1 | 0 |
| COc1ccccc1-c1nnc2sc(COc3ccccc3)nn12 | -1 |
| O=C(O)CSc1nnc(-c2ccncc2)n1-c1ccccc1 | -7 |
| O=C(O)c1[nH]c2ccc(Cl)cc2c1CC(=O)N1CCN(c2ccccc2)CC1 | -11&-9 |
| Cn1c(=O)c2c(nc(SCC(=O)Nc3ccc4c(c3)OCO4)n2Cc2ccccc2)n(C)c1=O | -39 |
| CCn1c(SCC(=O)O)nnc1-c1ccccc1 | 1 |
| CCCn1c2c(c(O)c(C(=O)Nc3ccccn3)c1=O)CCCC2 | 1 |
| CC(=O)N(Cc1cc(=O)[nH]c2ccccc12)c1ccc(C)cc1 | -3 |
| O=C(O)c1ccccc1C(=O)NCc1ccccc1 | -1 |
| CCOC(=O)C1=C(C)NC2=C(C(=O)CC(c3ccc(OC)cc3)C2)C1c1ccc(O)c(OC)c1 (stereo not drawn) | 0 |
| Nc1c(NC2CCN(Cc3ccccc3)CC2)c2ccccc2oc1=O | -2 |
| O=c1c2ccccc2sc2ccc(Cl)cc12 | 0 |
| O=C(NCCCN1CCOCC1)C1CCCN(S(=O)(=O)N2CCCC2)C1 (stereo not drawn) | 0 |
| CC(C)CCOc1cccc(OCC(=O)NC2CCS(=O)(=O)C2)c1 (stereo not drawn) | -11&-3 |
| O=C1NC(c2ccccc2Cl)/C(=C(\O)c2ccc(Br)cc2)C1=O (stereo not drawn) | 0 |
| Cc1ccc(NC(=O)CSc2nc3ccsc3c(=O)n2Cc2ccccc2Cl)cc1Cl | -1 |
| Cc1ccccc1Cc1c(C)nc2c(C(=O)NC3CCCCC3)cnn2c1C | -23 |
| CC(C)Cc1cc(C(=O)Nc2cc(Br)ccc2O)no1 | 3 |
| COC1=CCC2([N+](=O)[O-])CN(CC(=O)O)CC1([N+](=O)[O-])C2 (stereo not drawn) | 5 |
| Cc1ccc(C)c(Cc2c(C)nc3c(C(=O)N4CCCCCC4)cnn3c2C)c1 | -5 |
| O=C(NCCc1nc2ccccc2n1Cc1ccccc1F)c1cccs1 | 0 |
| O=C(Nc1ccc2oc(-c3ccc(I)cc3)nc2c1)c1ccc(Cl)c([N+](=O)[O-])c1 | -65 |
| COCCNc1nc2c(c(=O)n(Cc3cccc(Cl)c3)c(=O)n2C)n1C | 1 |
| O=C(Cn1c(CCNC(=O)c2ccc(F)cc2)nc2ccccc21)c1ccccc1 | -13 |
| CC(=O)c1c(C)[nH]c(C(=O)N2CCc3ccccc3C2)c1C | -5 |
| O=C(Nc1ccc2c(c1)oc1ccccc12)c1ccc2c(c1)OCO2 | -2 |
| O=[N+]([O-])c1nn(-c2ccccc2)n(O)c1=NCCC1=CCCCC1 | 2 |
| CC1CC2c3cccc(C(=O)O)c3C(=O)N2Cc2ccccc21 (stereo not drawn) | 2 |

4 compounds from above, arranged by their value in 14-3-3 PPI, high to low:
| structure | 14-3-3 PPI |
| --- | --- |
| CC1CC2c3cccc(C(=O)O)c3C(=O)N2Cc2ccccc21 (stereo not drawn) | 2 |
| Cc1ccc(NC(=O)CSc2nc3ccsc3c(=O)n2Cc2ccccc2Cl)cc1Cl | -1 |
| O=C(Nc1ccc2c(c1)oc1ccccc12)c1ccc2c(c1)OCO2 | -2 |
| CC(=O)c1c(C)[nH]c(C(=O)N2CCc3ccccc3C2)c1C | -5 |

3 compounds picked at random from those above:
| SMILES | 14-3-3 PPI |
| --- | --- |
| COc1ccc(-n2c(=O)c3c4c(sc3n3c(C)nnc23)CC(C)CC4)cc1 (stereo not drawn) | 0 |
| Cc1ccc(NC(=O)CSc2nnc(C)c(=O)[nH]2)cc1 | -23 |
| CCC(C)NC(=O)CCS(=O)(=O)c1ccc(Br)cc1 (stereo not drawn) | -7 |

Next section.
| SMILES | 14-3-3 PPI |
| --- | --- |
| CCN(CC)S(=O)(=O)c1ccc2c(c1)c(=O)c(C(=O)N1CCc3ccccc3C1)cn2C | 4 |
| CC1=C(C(=O)OCc2ccccc2)C(c2ccccc2)C2=C(CC(c3ccccc3)CC2=O)N1 (stereo not drawn) | -1 |
| Cc1cc(C)cc(-n2cnc3cc(C(=O)NC4CCCCCC4)ccc32)c1 | -3 |
| CC(=O)NC1(NC(C)=O)CCN(C)C(c2ccccc2)C1C (stereo not drawn) | -17 |
| Cc1ccc(C#N)c(SCC(=O)c2cccc(Cl)c2)n1 | -17 |
| COc1cc(-c2nnc3sc(-c4cccs4)nn23)cc(OC)c1OC | -8 |
| NC1=NC(=O)C(Cc2ccc(Cl)cc2)S1 (stereo not drawn) | 1 |
| CN1CCN(c2nc3c(c(=O)n(C)c(=O)n3C)n2CCSc2nc3ccccc3s2)CC1 | -3 |
| COc1ccc(C(=O)CSc2nnc(CNC(=O)c3ccc(OC)cc3)n2C)cc1 | 0 |
| CC(=O)c1cccc(NC(=O)c2cc(-c3cccs3)nc3ccccc23)c1 | -40 |
| Cc1ccc2c(c1)N(CC(=O)NCCc1ccccc1)C(=O)CO2 | 0 |
| N=c1n(CC(=O)c2ccc([N+](=O)[O-])cc2)c2ccccc2n1Cc1ccc(Cl)cc1 | -68 |
| CCc1ccc(NC(=O)c2oc(=O)c3ccccc3c2-c2ccc(C)cc2)cc1 | 2 |
| O=C(NCc1ccc2c(c1)OCO2)C1CCC(CNc2nc(=S)[nH]c3ccccc23)CC1 (stereo not drawn) | 4 |
| Cc1ccc(-n2c(=O)c3sccc3n(Cc3ccccc3)c2=O)cc1F | -3 |
| CCOC(=O)c1ccc(N2C(=O)C3C4c5ccccc5C(C(C)=O)(c5ccccc54)C3C2=O)cc1 (stereo not drawn) | -6 |
| COC(=O)c1ccc(N=C2SC(C(=O)Nc3ccc(C)c(Cl)c3)CC(=O)N2C)cc1 (stereo not drawn) | 11 |
| CC(C)(C)n1cnc2cc(NCc3ccccn3)ccc21 | 32* |
| COc1cccc(-c2nc(-c3ccc(NC(=O)c4ccc(Br)o4)cc3)no2)c1 | -80 |
| COc1cc2ccccc2cc1C(=O)Nc1ccc(NC(=O)c2ccccc2)c(C)c1 | -13 |
| CC(=O)CC(C)(C)n1nnc(C)n1 | 1 |

6 structures from above, arranged by molar mass, rising:
| SMILES | 14-3-3 PPI |
| --- | --- |
| CC(=O)CC(C)(C)n1nnc(C)n1 | 1 |
| CC(C)(C)n1cnc2cc(NCc3ccccn3)ccc21 | 32* |
| CCc1ccc(NC(=O)c2oc(=O)c3ccccc3c2-c2ccc(C)cc2)cc1 | 2 |
| COc1cc2ccccc2cc1C(=O)Nc1ccc(NC(=O)c2ccccc2)c(C)c1 | -13 |
| COc1cccc(-c2nc(-c3ccc(NC(=O)c4ccc(Br)o4)cc3)no2)c1 | -80 |
| CCOC(=O)c1ccc(N2C(=O)C3C4c5ccccc5C(C(C)=O)(c5ccccc54)C3C2=O)cc1 (stereo not drawn) | -6 |

Assay outcomes: PubChem BioAssay, Emory University Molecular Libraries Screening Center

Only part of the results is shown; the hit share may differ from the screen's.
